Assay outcomes: PubChem, several laboratories
MCL1 BIM primary – disrupts human MCL1 binding to BIM-BH3 peptide | Q07820 | GST-MCL1 / FITC-Bim-BH3 fluorescence polarization | inhibition, % at 10.9 µM | actives 0.68% (n = 320,000);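 active means inhibition above the mean inhibition of all tested compounds plus 3 SD, set per campaign, cut at about 40% in these data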;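 further: 0% = DMSO wells and 100% = unlabeled Bim-BH3 peptide control; higher means more loss of mP so more displacement of Bim peptide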
Fam108B inh – counter-screen for RBBP9 inhibitors: inhibitors of mouse Fam108B; recombinant Fam108B, FP-Rh probe fluorescence polarization; inhibition, % at 9.51 µM; actives 0.33% (n = 300,000); AID 1947;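 active means inhibition above the screen mean inhibition plus 3 SD, computed separately per campaign, cut at about 18% in these data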;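 further: inhibitors lower polarization as less probe binds the enzyme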
PAD4 inh – inhibitors of human PAD4. Q9UM07. recombinant PAD4, RCA probe fluorescence polarization. inhibition, % at 6.36 µM. actives 0.41% (n = 330,000). AID 485272;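 active means percent inhibition above a cutoff equal to the mean of all tested compounds plus 3 SD, cut at about 15% in these data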;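 further: 0% = PAD4 with RCA probe and DMSO and 100% = probe without PAD4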
Target sequence (Q9UM07 whole entry, looked up): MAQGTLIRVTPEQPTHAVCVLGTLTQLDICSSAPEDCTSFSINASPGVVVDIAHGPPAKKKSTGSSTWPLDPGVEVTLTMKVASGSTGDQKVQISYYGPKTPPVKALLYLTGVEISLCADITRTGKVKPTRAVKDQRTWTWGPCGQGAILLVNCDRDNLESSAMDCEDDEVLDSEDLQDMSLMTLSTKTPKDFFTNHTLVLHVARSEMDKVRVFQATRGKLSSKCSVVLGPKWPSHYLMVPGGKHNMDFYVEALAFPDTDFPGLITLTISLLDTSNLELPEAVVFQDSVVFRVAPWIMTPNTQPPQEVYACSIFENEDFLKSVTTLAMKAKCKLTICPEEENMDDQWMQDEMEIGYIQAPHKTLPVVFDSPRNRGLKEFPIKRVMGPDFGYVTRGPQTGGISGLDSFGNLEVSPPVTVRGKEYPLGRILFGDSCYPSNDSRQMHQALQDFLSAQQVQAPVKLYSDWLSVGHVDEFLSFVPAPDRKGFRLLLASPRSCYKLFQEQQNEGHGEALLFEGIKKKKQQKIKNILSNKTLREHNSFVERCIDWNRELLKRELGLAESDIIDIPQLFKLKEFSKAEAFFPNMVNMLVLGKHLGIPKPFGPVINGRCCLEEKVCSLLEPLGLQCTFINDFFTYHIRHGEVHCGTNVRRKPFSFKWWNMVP
MEX-5 binding – C. elegans MEX-5 TCR-2 RNA binding activity. activity score (negative = inhibition of binding), % at 10 µM. AID 1832. Q9XUB2. actives 0.38% (n = 300,000). MEX-5/FITC-TCR2 RNA binding, fluorescence polarization; hits give low values;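 active means inhibition past about -25% in most replicates, and total fluorescence under double the plate's negative control median, limit read from the data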;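 further: 0% = DMSO and -100% = 5 µM competing unlabeled TCR2 RNA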
TPT1 inhibitor – C. albicans TPT1 enzyme inhibition; recombinant caTPT1, FP RNA substrate dephosphorylation; inhibition, % at 5 µM; actives 0.81% (n = 300,000);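 active means inhibition above the mean of all tested compounds plus 3 SD, set per screening campaign, cut at about 24% in these data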;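 further: plate controls were DMSO alone for no effect and ferristatin control at 100 nM for full effect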
GLD-1 TGE inh – GLD-1-TGE RNA interaction inhibition (C. elegans) | Q17339 | purified GLD-1 + fluorescein TGE RNA, fluorescence polarization | inhibition, % at 5.96 µM | actives 0.44% (n = 320,000) | AID 2280;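 active means percent inhibition above a per-plate cutoff, the plate mean of test compounds plus 3 SD, cut at about 30% in these data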;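 further: 0% = DMSO wells with GLD-1 and probe and 100% = wells lacking GLD-1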
Bcl-xL primary – inhibitors of human Bcl-xL; GST-Bcl-xL / FITC-Bim BH3 peptide fluorescence polarization; actives 0.7% (n = 320,000); AID 2129; inhibition, % at 10.9 µM; Q07817;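 active means inhibition above the mean of all tested compounds plus 3 SD, cutoff set per campaign, cut at about 30% in these data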;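 further: 0% = DMSO wells and 100% = unlabeled Bim-BH3 peptide competitor; inhibitors lower millipolarization by displacing the labeled peptide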
GSTO1 counter – blocks human GSTO1 in RBBP9 counter-screen; AID 1974; actives 1.1% (n = 300,000); inhibition, % at 5.96 µM; P78417; recombinant GSTO1, activity-based probe fluorescence polarization;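 active means inhibition above the campaign mean inhibition plus 3 SD, cut at about 35% in these data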;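 further: 0% = GSTO1-1 with DMSO and 100% = wells lacking GSTO1-1 enzyme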
PME-1 inh – blocks human protein phosphatase methylesterase 1; actives 0.53% (n = 320,000); inhibition, % at 5.9 µM; recombinant PME-1, FP-Rh probe fluorescence polarization;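 active means inhibition above the campaign mean of all compounds plus 3 SD, cut at about 26% in these data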;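 further: competitive labeling of PME-1 active site by serine hydrolase directed probe; 0% = PME-1 with DMSO and 100% = wells lacking PME-1 enzyme; inhibitors block probe labeling so polarization falls and inhibition rises; many of its hits are not listed in these tables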
Target sequence (Q9Y570 whole entry, looked up): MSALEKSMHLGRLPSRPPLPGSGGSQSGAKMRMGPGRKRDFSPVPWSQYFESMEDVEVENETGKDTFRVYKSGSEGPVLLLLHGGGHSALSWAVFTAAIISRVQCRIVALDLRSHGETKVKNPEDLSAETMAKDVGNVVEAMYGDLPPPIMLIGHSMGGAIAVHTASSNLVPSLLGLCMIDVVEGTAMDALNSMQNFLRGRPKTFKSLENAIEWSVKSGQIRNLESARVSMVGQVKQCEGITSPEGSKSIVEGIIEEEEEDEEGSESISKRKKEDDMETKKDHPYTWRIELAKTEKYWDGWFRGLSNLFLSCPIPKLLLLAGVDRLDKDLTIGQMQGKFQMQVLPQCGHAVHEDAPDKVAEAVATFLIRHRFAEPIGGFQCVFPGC
Numbers without * were called inactive; . = no result given. A portion of the library, so the mix of outcomes need not match the whole.

SMILES	MCL1 BIM primary	Fam108B inh	PAD4 inh	MEX-5 binding	TPT1 inhibitor	GLD-1 TGE inh	Bcl-xL primary	GSTO1 counter	PME-1 inh
Cc1ccc(N2C(=O)CC3(CC4C=CC3C4)C2=O)cc1 (configuration not stated)	1	11	2	-2.8	-2	-2	0	-6	2
COc1cc2c(cc1NC(=O)CC1SC(N3CCCC3)=NC1=O)oc1ccccc12 (configuration not stated)	1	4	-2	0.7	6	-1	1	13	-1
C=CCNC(=O)c1onc(CSc2ccc(F)c(F)c2)c1C(=O)O	-4	-2	0	-1.5	-1	0	6	-9	3
O=C(Cn1nnc(-c2cccs2)n1)Nc1ccccc1C(F)(F)F	-1	4	2	0.2	-2	0	3	-3	-8
CC(CCn1cccn1)NC(=O)CCc1nnc(C2CCCCC2)o1 (configuration not stated)	3	-4	-6	-0.2	5	-5	2	0	-11
COc1cc(/C=N/Nc2ccccc2C(F)(F)F)ccc1O	-3	7	4	.	-2	0	-1	11	7
CCOC(=O)c1ccc(NS(=O)(=O)c2c(C)n(C)c(=O)n(C)c2=O)cc1	6	-1	2	-1.2	2	1	0	4	2
COC(=O)Cc1cn(-c2ncc(C(F)(F)F)cc2Cl)c2ccccc12	-1	-4	0	.	-1	0	4	-5	-4
O=C(Nc1ccc(F)cc1)Nc1cc(OCC(F)(F)F)cc(OCC(F)(F)F)c1	4	-9	-2	-2.9	-6	12	4	-22	-9
CC(C)C(=O)N1CCN(c2ccccc2NC(=O)COc2ccccc2)CC1	-3	3	-2	0.2	-3	-3	3	5	-4
CC1CCc2nn(CC(=O)Nc3c(F)cc(F)cc3Br)cc2C1 (configuration not stated)	8	-2	3	-0.5	1	1	4	1	-1
Cc1noc(C)c1COC(=O)CCN1c2ccccc2Sc2ccccc21	3	7	-4	-0.1	-4	-3	2	-4	6
NC1=NC[C@@H](Cc2ccc(O)cc2)N1CCc1cccc(F)c1	-11	3	-10	0.2	-3	3	2	8	-1
CCN(CC)S(=O)(=O)c1cccc(C(=O)N/N=C/c2ccc(OC)c(O)c2)c1	3	-1	2	-2.4	-1	0	4	-5	5
Cc1ccc(NC(=O)c2cccs2)cc1NC(=O)c1ccc(F)cc1	12	1	0	-2.0	1	7	13	-6	-1
CC1CCC(C(C)C)C(OC(=O)COC(=O)c2ccc(N)cc2)C1 (configuration not stated)	-13	-1	-10	-1.9	1	3	4	-11	-3
O=C(ONC1=NCCCCC1)c1c(F)cccc1F	6	-4	-4	-0.1	-3	-2	1	-5	-11
Cc1ccc(C)c(C(=O)COC(=O)c2ccc(Br)o2)c1	-3	4	4	-1.6	2	-4	4	0	5
CCN(CC)S(=O)(=O)c1cccc(NC(=O)COC(=O)c2cc(=O)c3ccccc3o2)c1	10	6	-1	2.3	-4	0	10	8	-2
Cc1ccc2nc(-c3ccc(NS(=O)(=O)c4ccc(F)c(F)c4)cc3)sc2c1	-15	-11	-3	-5.5	5	-1	-3	-15	-10
COc1cccc(-n2nnc3c(=O)n(Cc4ccc(C)cc4)cnc32)c1	2	-3	1	2.1	1	2	1	-6	0
O=C(NCCN1CCN(C(=O)c2ccc(F)cc2)CC1)C(=O)NCc1ccccc1	-7	-5	1	-3.7	-2	3	3	5	-4
CCNC(=S)Nc1ccc(OCC)cc1	-4	6	0	-1.4	-1	-10	-2	7	-3
COc1ccc(NC(=O)NCc2cccnc2)cc1	4	3	-3	2.3	-2	1	3	-5	8
CCCc1nc2c(nnn2Cc2ccccc2F)c(=O)[nH]1	0	-1	-6	1.2	0	-3	2	5	3

Later entries
SMILES	MCL1 BIM primary	Fam108B inh	PAD4 inh	MEX-5 binding	TPT1 inhibitor	GLD-1 TGE inh	Bcl-xL primary	GSTO1 counter	PME-1 inh
CC1=Nc2cc([N+](=O)[O-])ccc2NC(C)(C)C1	-8	8	-14	-3.4	4	6	-2	8	6
COc1cc2c(cc1OC)CN(C(=O)CN1CCN(S(=O)(=O)c3ccccc3)CC1)CC2	10	3	-3	0.1	-1	-1	5	3	-3
COc1c(S(=O)(=O)N2CCCCC2)ccc2c(S(=O)(=O)N3CCCCC3)cccc12	-2	0	-5	.	1	7	-2	-19	-3
CCOc1ccc(N2C(=O)C(c3ccccc3)=C(c3nc4ccccc4s3)C2NC(C)=O)cc1 (configuration not stated)	4	-2	4	2.6	-5	6	-1	8	1
CCOC(=O)c1c(-c2ncc(C(F)(F)F)cc2Cl)noc1C	3	0	-3	-0.8	-3	-4	6	4	-4
CCOC(CNc1c([N+](=O)[O-])c(=O)n(C)c(=O)n1C)OCC	-2	5	-2	-2.8	-3	1	3	2	2
COc1cccc(/C=C2\SC(=S)N(CCCC(=O)Nc3cc(C)on3)C2=O)c1	-3	-9	-8	-8.8	3	-1	0	0	-1
COc1ccc(C(=O)N=C2SC3CS(=O)(=O)CC3N2Cc2ccc(OC)c(OC)c2)cc1 (configuration not stated)	2	4	-4	-2.3	-4	2	4	4	-2
O=C(Nc1nc2ccccc2[nH]1)C1CCC1	3	12	5	-1.9	-2	3	-6	2	0
C=CCNc1nc(Nc2ccc([N+](=O)[O-])cc2)nc(OCC)n1	9	-11	3	-0.5	2	6	2	1	4
CCOC(=O)C1=C(c2ccccc2)NC(=S)NC1c1ccc(Cl)cc1 (configuration not stated)	0	0	-5	0.8	1	1	0	3	5
CCCS(=O)(=O)c1csc(C(=O)OC)c1N	6	0	10	-0.9	-4	6	-2	27	-9
CCN(CC)Cc1nc2c(c(=O)[nH]1)C1(CCCC1)Cc1ccccc1-2	-7	-1	-6	-0.7	-1	-2	-12	-7	-1
COc1ccc(CCNC(=O)CCc2cn(C)c3ccccc23)c(OC)c1OC	-8	-4	7	-1.8	-5	3	2	1	5
Cc1ccc(S(=O)(=O)NC(=O)c2cc(C)n(-c3ccc(N(C)C)cc3)c2C)cc1	11	-1	-8	-1.0	3	3	-2	0	2
O=C(O)C1=C[C@H](c2coc3ccccc3c2=O)C[C@H](OCCCCO)O1	59*	0	-3	-1.6	-5	16	9	6	1
Cc1ccc(C)c(OCCC(=O)OCC(=O)Nc2ccc(Cl)cn2)c1	10	0	0	-1.2	2	7	12	-4	-3
O=C(c1ccccc1[N+](=O)[O-])N1N=C(c2ccccc2)CC1(O)C(F)(F)F (configuration not stated)	6	-1	-4	0.4	0	-5	2	9	3
COc1ccc(NC(=O)Cc2ccc(C)cc2)c([N+](=O)[O-])c1	2	1	-1	1.1	2	-12	2	3	9
Cc1ccc(S(=O)(=O)N(CC(=O)N2CCCCCC2)c2ccccc2F)cc1	2	1	-3	1.1	1	-7	2	-4	3
CC(C)CCn1nnnc1C(c1ccccc1)N1CCN(C)CC1 (configuration not stated)	-5	-1	1	-1.1	1	0	-7	2	-2
O=C1CSC(c2cccc([N+](=O)[O-])c2)N1c1c(F)cccc1F (configuration not stated)	3	-2	2	-1.4	0	16	2	-4	-5
CCN(CC)S(=O)(=O)c1ccc(Cl)c(C(=O)NCCN2CCOCC2)c1	3	6	1	-0.4	-2	4	0	-1	0
Cc1cc(NC(=O)COC(=O)C2CCC(=O)N2)c([N+](=O)[O-])cc1C (configuration not stated)	7	-6	-6	-1.2	3	-2	6	1	2
Cc1ccn(CC(=O)N2N=C(C(F)F)CC2(O)C(F)F)n1 (configuration not stated)	-14	-3	-5	-1.2	0	-5	-6	3	-2

Remaining list, next part:
SMILES	MCL1 BIM primary	Fam108B inh	PAD4 inh	MEX-5 binding	TPT1 inhibitor	GLD-1 TGE inh	Bcl-xL primary	GSTO1 counter	PME-1 inh
O=c1c2ccccc2nnn1CSc1nnc(-c2cccs2)n1Cc1ccccc1	1	0	2	1.0	-4	5	0	-1	0
N#CC(C#N)=C1C=CC=CN1/C(=C\c1ccco1)C(=O)c1ccc(Cl)cc1	17	5	4	.	2	3	17	21	4
CCOC(=O)c1c(-c2ccc(OC)cc2)cn2ccccc12	5	5	0	-0.5	-2	4	0	9	7
CCCCNS(=O)(=O)c1ccc2nc(-c3cccnc3)cc(C(=O)NC3CCCC3)c2c1	3	-4	-2	-2.1	-3	4	6	-1	1
CC1CCN(CCCNC(=O)c2ccc3c(=O)n(CCc4ccccc4)c(=O)[nH]c3c2)CC1	7	-3	-4	2.4	-3	3	8	-7	1
Cc1cc(C)n2nc(C)c(-c3ccccc3)c2n1	1	2	-1	0.4	-4	5	9	-3	1
C=CCN(C(=O)C1=NN(C2CCS(=O)(=O)C2)C(=O)CC1)c1nc(-c2ccc([N+](=O)[O-])cc2)cs1 (configuration not stated)	2	0	-7	1.0	2	0	-3	8	4
Cc1ccc(C(=O)NCC(=O)N/N=C/c2cccs2)cc1C	-3	-4	3	1.9	2	3	-2	-3	-3
CC(C)(C)NC(=O)CSc1nnc(C2CC2)n1Cc1ccccc1	11	-4	-3	-0.2	-4	-3	8	2	1
Cc1cc([N+](=O)[O-])cc(/C=N/n2c(C)nc3ccccc3c2=O)c1O	3	-2	-2	1.2	4	5	0	30	-6
CCCC1COC(Cn2cncn2)(c2ccc(C)cc2)O1 (configuration not stated)	9	7	1	-2.5	-2	-2	9	8	-3
COc1ccc(S(=O)(=O)n2c([N+](=O)[O-])cnc2C)cc1OC	11	10	-4	-1.1	-1	3	15	-2	-6
c1ccc(-c2nc(N3CCCCCC3)nc(-n3ccnc3)n2)cc1	4	-3	0	2.1	-5	9	6	-8	2
O=C1OC2CCC1(c1ccccc1)C2 (configuration not stated)	-1	-1	3	2.1	4	0	-1	-1	1
Cn1c(Cn2c(=O)sc3ccccc32)nnc1SCc1ccccc1F	-3	-3	0	-1.0	1	10	-2	5	4
CCn1nnc(-c2ccccc2NC(=O)c2cccc(-n3cnnn3)c2)n1	-5	-21	-6	-3.3	1	-2	1	1	5
O=C(Cc1ccccn1)c1ccc(O)cc1O	7	-2	2	0.2	-4	8	5	1	0
CCOC(=O)CCNC(C(=O)OCC)c1ccccc1 (configuration not stated)	1	-3	-1	-0.1	-6	-9	3	0	-1
O=C(CSCc1ccc(Cl)cc1)N1CCN(Cc2ccc3c(c2)OCO3)CC1	7	3	1	-2.0	-2	6	6	7	2
CC(C)n1c(SC2C(=O)CC(C)(C)CC2=O)nc2c1c(=O)n(C)c(=O)n2C	-3	-1	-10	1.1	2	5	-6	4	-1
COc1ccc(N(CC(=O)N2CCN(c3ccc(F)cc3)CC2)S(=O)(=O)c2c(C)noc2C)cc1	-2	2	5	1.0	-1	-2	1	7	-6
CC(=O)c1c(C)n(-c2ccc(Cl)cc2)c2ccc(O)cc12	8	-5	-3	-0.8	0	0	1	1	0
COc1cc(NC(=O)C(=O)NCCN(C)C)c(OC)cc1Cl	9	1	-1	-0.3	-4	3	5	-7	1
CCn1cc(C(=O)NCc2ccc3c(c2)OCO3)c(=O)c2cc(F)c(N3CCN(C)CC3)cc21	4	-2	1	2.4	-2	-1	4	7	-10
O=[N+]([O-])/C=C/c1c(OCc2ccccc2)ccc2ccccc12	1	-3	-1	-10	-2	8	4	-4	-5
Cc1cc2ncn(CC(O)COC3CCCCC3)c2cc1C (configuration not stated)	1	-4	-4	-2.8	-2	0	0	5	5

Individual results from the results shown.
CC1CCN(CCCNC(=O)c2ccc3c(=O)n(CCc4ccccc4)c(=O)[nH]c3c2)CC1 in Bcl-xL primary: 8
CCOC(=O)CCNC(C(=O)OCC)c1ccccc1 (configuration not stated) in GLD-1 TGE inh: -9
O=C(CSCc1ccc(Cl)cc1)N1CCN(Cc2ccc3c(c2)OCO3)CC1 in Fam108B inh: 3
